RPL19A-GFP yeast – RPL19A-GFP expression modulators in yeast, primary screen, cell-based, S. cerevisiae, multiplex flow cytometry, MLPCN; S. cerevisiae RPL19A-GFP strain, 3 h; active compounds read low; percent response vs DMSO, % at 10 µM; 330,000 compounds, 0.3% hits; AID 2025, 2009;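 active = percent response vs DMSO below 50%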;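 also: median channel GFP fluorescence of the barcoded RPL19A-GFP strain; ratio of sample median GFP to plate DMSO average so 100% = DMSO; lower means less RPL19A-GFP as with rapamycin TOR inhibition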
MEP2 TOR yeast – modulators of MEP2-GFP levels in yeast, primary screen, S. cerevisiae, multiplex flow cytometry, MLPCN library; 330,000 compounds, 0.51% hits; S. cerevisiae MEP2-GFP strain, 3 h; 100% = DMSO control level; GFP response vs DMSO, % at 10 µM;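 active = GFP response versus DMSO above a set limit, roughly screen mean plus 3 SD, cut at about 180% in these data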;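 also: median GFP fluorescence of the barcode-gated MEP2-GFP cells per well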
AHR act – AHR activators, primary screen, cell-based, luminescence, luciferase reporter, human | AHR-responsive luciferase reporter cells | Aryl hydrocarbon receptor (Homo sapiens), P35869 | 320,000 compounds, 2.5% hits | AID 2796, 2010 | activation, % at 5 µM; in the data active = activation above about 47%;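 also: 0% = vehicle wells and 100% = reference agonist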
procasp7 counter – procaspase-7 activators, primary screen, counter-screen for procaspase-3 activator project, biochemical, absorbance, HTS, human | recombinant procaspase-7, Ac-DEVD-pNA absorbance 405 nm; D23A/D198A/D206A triple mutant, cannot self-cleave; scale: DMSO 0, 5 µM enzyme 100 | activation, % at 8.5 µM | 330,000 compounds, 0.093% hits;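 active = percent activation above the screen-wide mean plus 3 SD, cut at about 25% in these data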
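System: Uncleavable procaspase-7 mutant enzyme; Amount: 2 µM procaspase-7 mutant as dispensed; Schedule: 1 h compound preincubation, 2 h substrate cleavage, 25 °C; Measured by: 405 nm absorbance of p-nitroaniline; Evaluation: percent activation from buffer-corrected 0–120 min absorbance change; Control set: low DMSO alone, high DMSO plus 5 µM PC-7.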
EBNA-1 inh – EBNA-1 DNA-binding inhibitors, primary screen, biochemical, fluorescence polarization | AID 1950, 2009 | 300,000 compounds, 0.34% hits | inhibition, % at 14.8 µM; in the data active = inhibition above about 28%
LAP4-GFP MLPCN – modulators of LAP4-GFP expression in yeast, primary screen, S. cerevisiae, multiplex flow cytometry, MLPCN library. 3 h; median GFP as percent of DMSO wells. GFP response vs DMSO, % at 10 µM. 320,000 compounds, 0.34% hits;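 active = GFP response vs DMSO above a set limit, about the screen mean plus 3 SD, cut at about 150% in these data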
ZTA DNA inh – ZTA (EBV) inhibition in EBNA-1 counter-screen. ZTA-DNA binding, fluorescence polarization. inhibition, % at 11 µM. 320,000 compounds, 0.15% hits; in the data active = inhibition above about 33%
procasp3 activ – activators of human procaspase-3 D3A mutant, primary screen, biochemical, absorbance, PC-3 D3A mutant, single concentration | recombinant procaspase-3 D3A, Ac-DEVD-pNA absorbance 405 nm | activation, % at 8.5 µM | 330,000 compounds, 0.11% hits | AID 463141, 2010;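 active = activation above the mean of all tested compounds plus 3 SD, cut at about 21% in these data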;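 also: 0% = DMSO alone and 100% = DMSO wells spiked with extra 5 µM PC-3 D3A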
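Assay system: Procaspase-3 D3A mutant, all three cleavage aspartates alanine. Buffer or medium: Zinc-free HEPES saline buffer with Triton X-100. Times: 1 h compound preincubation, 2 h substrate hydrolysis at 25 °C. Measured by: 405 nm absorbance of p-nitroaniline, reads at 0 and 120 min. Read-out basis: percent activation relative to control range. Replicates: singlicate.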
An asterisk follows results filed as active; . = not tested or not shown.

#1 COc1cccc(OCc2cc(C(=O)N3CCN(C(C)=O)CC3)no2)c1
#2 O=C(COC(=O)C1CC(=O)N(Cc2ccccc2)C1)Nc1ccc2c(c1)OCO2 (stereo unspecified)
#3 O=C(CN1C(=O)C2CC=CCC2C1=O)Nc1nnc(C2CC2)s1 (stereo unspecified)
#4 COc1ccc(NC(=O)CSc2nnc(Cc3ccc(C)cc3)c(=O)n2N)cc1
#5 CN(c1ccc(OC(=O)CC2OC(=O)c3ccccc32)cc1)S(=O)(=O)c1ccccc1 (stereo unspecified)
#6 O=C(Nc1cccc(Cl)c1N1CCOCC1)c1cc([N+](=O)[O-])ccc1N1CCOCC1
#7 COc1ccc(C(=O)N2CCN(Cc3cc(OC)ccc3OC)CC2)cc1
#8 COc1ccc(N(CC(=O)Nc2cc(C)ccc2OC)S(=O)(=O)c2c(C)noc2C)cc1

assay / compound	1	2	3	4	5	6	7	8
LAP4-GFP MLPCN	91	107	108	107	104	95	103	108
AHR act	8	4	1	3	1	-2	2	13
RPL19A-GFP yeast	105	101	100	98	100	101	100	92
procasp7 counter	0	0	-6	0	-9	-7	-2	9
procasp3 activ	4	6	10	2	-6	-1	2	2
EBNA-1 inh	-10	10	.	22	.	-11	-2	-6
ZTA DNA inh	1	2	2	-8	1	3	16	1
MEP2 TOR yeast	101	101	101	104	97	103	105	97

#9 CCOc1ccccc1C(=O)Nc1ccc2c(c1)C(=O)NC2=O
#10 COc1ccc(-n2c(SC)nc(O)cc2=O)cc1
#11 CCCCCCCN1N=C(C)C(C(=O)c2ccccc2)C1=O (stereo unspecified)
#12 OC1CCN(C(=S)Nc2ccc(Oc3ccccc3)cc2)CC1
#13 Cc1nn(Cc2ccccc2)c(Cl)c1/C=C/C(=O)OCC(=O)N1CCCC1=O
#14 CCOC(=O)C1CCN(C(=O)CNC(=O)c2nn(-c3ccc(OC)c(Cl)c3)c(=O)c3ccccc23)CC1
#15 O=C(CSC1=NS(=O)(=O)c2cc(F)ccc2N1)Nc1ccc(F)cc1
#16 CCOC(=O)C1CCN(C(=O)CCNS(=O)(=O)c2ccc(C)cc2)CC1

assay / compound	9	10	11	12	13	14	15	16
LAP4-GFP MLPCN	100	95	100	100	95	110	97	124
AHR act	47*	0	5	-2	0	-1	-1	-1
RPL19A-GFP yeast	109	93	95	103	92	102	100	104
procasp7 counter	3	1	8	-8	2	3	3	-4
procasp3 activ	5	1	9	-1	4	-4	-4	8
EBNA-1 inh	5	3	6	-5	0	-28	1	.
ZTA DNA inh	2	6	-2	3	5	-11	5	-17
MEP2 TOR yeast	111	93	91	109	97	103	92	132

#17 O=c1cc(O)nc(SC23CC4CC(CC(C4)C2)C3)[nH]1
#18 NC(=O)c1cc(Br)cc2c3c([nH]c12)CCCC3
#19 COc1ccc(N2C(=O)CC(SCCc3nc4ccccc4[nH]3)C2=O)cc1 (stereo unspecified)
#20 Cc1ccc(Cc2cnc(NC(=O)c3cccs3)s2)cc1
#21 COc1ccc(Oc2nnc(C)c3ccccc23)cc1
#22 CCOC(=O)C1CCN(Cc2ccc(O)c3ncccc23)CC1
#23 CC1=NNC(=O)C1Cc1ccccc1 (stereo unspecified)
#24 COc1ccc(OC)c(N(C)S(=O)(=O)c2cc3c(cc2C)NC(=O)CO3)c1

assay / compound	17	18	19	20	21	22	23	24
LAP4-GFP MLPCN	96	100	107	103	100	75	110	114
AHR act	0	64*	4	26	14	1	0	14
RPL19A-GFP yeast	99	102	101	97	102	91	97	99
procasp7 counter	-3	14	-26	3	7	-30	12	-8
procasp3 activ	-4	-9	-12	1	6	-10	-5	1
EBNA-1 inh	12	-1	4	16	-6	-1	0	-5
ZTA DNA inh	5	20	3	10	-6	-5	8	3
MEP2 TOR yeast	106	104	107	105	100	91	94	90

An excerpt from further up:
#11 CCCCCCCN1N=C(C)C(C(=O)c2ccccc2)C1=O (stereo unspecified)
#12 OC1CCN(C(=S)Nc2ccc(Oc3ccccc3)cc2)CC1
#13 Cc1nn(Cc2ccccc2)c(Cl)c1/C=C/C(=O)OCC(=O)N1CCCC1=O
#14 CCOC(=O)C1CCN(C(=O)CNC(=O)c2nn(-c3ccc(OC)c(Cl)c3)c(=O)c3ccccc23)CC1
#15 O=C(CSC1=NS(=O)(=O)c2cc(F)ccc2N1)Nc1ccc(F)cc1
#16 CCOC(=O)C1CCN(C(=O)CCNS(=O)(=O)c2ccc(C)cc2)CC1
#17 O=c1cc(O)nc(SC23CC4CC(CC(C4)C2)C3)[nH]1
#18 NC(=O)c1cc(Br)cc2c3c([nH]c12)CCCC3
#19 COc1ccc(N2C(=O)CC(SCCc3nc4ccccc4[nH]3)C2=O)cc1 (stereo unspecified)
#20 Cc1ccc(Cc2cnc(NC(=O)c3cccs3)s2)cc1

assay / compound	11	12	13	14	15	16	17	18	19	20
LAP4-GFP MLPCN	100	100	95	110	97	124	96	100	107	103
AHR act	5	-2	0	-1	-1	-1	0	64*	4	26
RPL19A-GFP yeast	95	103	92	102	100	104	99	102	101	97
procasp7 counter	8	-8	2	3	3	-4	-3	14	-26	3
procasp3 activ	9	-1	4	-4	-4	8	-4	-9	-12	1
EBNA-1 inh	6	-5	0	-28	1	.	12	-1	4	16
ZTA DNA inh	-2	3	5	-11	5	-17	5	20	3	10
MEP2 TOR yeast	91	109	97	103	92	132	106	104	107	105

#21 COc1ccc(Oc2nnc(C)c3ccccc23)cc1
#22 CCOC(=O)C1CCN(Cc2ccc(O)c3ncccc23)CC1
#23 CC1=NNC(=O)C1Cc1ccccc1 (stereo unspecified)
#24 COc1ccc(OC)c(N(C)S(=O)(=O)c2cc3c(cc2C)NC(=O)CO3)c1

assay / compound	21	22	23	24
LAP4-GFP MLPCN	100	75	110	114
AHR act	14	1	0	14
RPL19A-GFP yeast	102	91	97	99
procasp7 counter	7	-30	12	-8
procasp3 activ	6	-10	-5	1
EBNA-1 inh	-6	-1	0	-5
ZTA DNA inh	-6	-5	8	3
MEP2 TOR yeast	100	91	94	90

The list goes on.
#25 C/C(=N\NC(=O)COc1ccc(C(C)(C)C)cc1)c1ccc(-n2ccnc2)cc1
#26 O=CN1CCN(C(=O)c2ccccc2F)CC1
#27 N#Cc1ccc(OCC(O)CS(=O)(=O)c2ccccc2)cc1 (stereo unspecified)
#28 O=C(COC(=O)c1cccc(S(=O)(=O)N2CCCC2)c1)Nc1ccccc1
#29 O=C(NCc1cccnc1)c1ccc(COc2ccccc2Br)o1
#30 CN1CCN(c2ccccc2NC(=O)COc2ccccc2)CC1
#31 CCOC(=O)C(CCC(=O)O)(CCC(C)C)c1csc(N)n1 (stereo unspecified)
#32 COc1ccc(NC(=O)NN2CCN(C)CC2)cc1OC

assay / compound	25	26	27	28	29	30	31	32
LAP4-GFP MLPCN	100	85	82	105	100	94	111	96
AHR act	73*	-3	0	31	5	0	1	0
RPL19A-GFP yeast	100	92	87	99	99	103	104	102
procasp7 counter	-1	4	0	-5	-3	5	-7	-7
procasp3 activ	3	-5	0	2	3	10	2	6
EBNA-1 inh	4	0	4	3	0	-4	-3	5
ZTA DNA inh	-6	4	16	-1	-6	-3	1	12
MEP2 TOR yeast	99	93	76	107	101	95	106	96

#33 COc1ccc(Nc2nc(N)c([N+](=O)[O-])c(NC3CCCCC3)n2)cc1
#34 O=C(CCc1nc2ccccc2c(=O)[nH]1)N1CCN(c2ccccc2Cl)CC1
#35 O=[N+]([O-])c1cccc2nc(-c3ccccc3)c(-c3ccccc3)nc12
#36 Cc1ccc(-c2cc(C(=O)NN)n[nH]2)o1
#37 Cc1ccc(NC(=O)Cn2nnc(C(=O)NCCc3ccccc3)c2N)c(C)c1
#38 CCOC(=O)c1sc(NC(=O)CSc2nc3ccccc3s2)c(C(=O)OCC)c1C
#39 CC(C)(C)NC(=O)CSc1nc(N)cc(=O)[nH]1
#40 Cc1onc(-c2c(Cl)cccc2Cl)c1COC(=O)c1ccc([N+](=O)[O-])cc1

assay / compound	33	34	35	36	37	38	39	40
LAP4-GFP MLPCN	.	105	91	118	93	93	113	110
AHR act	14	0	2	16	5	17	0	1
RPL19A-GFP yeast	94	97	106	96	99	101	98	96
procasp7 counter	5	-12	7	0	-4	4	1	6
procasp3 activ	-7	-1	9	-3	2	0	7	10
EBNA-1 inh	-6	.	4	-4	-20	-4	-3	0
ZTA DNA inh	-8	.	4	-11	0	5	-19	-14
MEP2 TOR yeast	101	110	105	90	92	101	96	90

By substructure: those above with a tert-butyl group
#25 C/C(=N\NC(=O)COc1ccc(C(C)(C)C)cc1)c1ccc(-n2ccnc2)cc1
#39 CC(C)(C)NC(=O)CSc1nc(N)cc(=O)[nH]1

assay / compound	25	39
LAP4-GFP MLPCN	100	113
AHR act	73*	0
RPL19A-GFP yeast	100	98
procasp7 counter	-1	1
procasp3 activ	3	7
EBNA-1 inh	4	-3
ZTA DNA inh	-6	-19
MEP2 TOR yeast	99	96

(continued)
#41 CCN(C(=O)CSc1nc2cc(S(=O)(=O)N(CC)CC)ccc2o1)C1CCS(=O)(=O)C1 (stereo unspecified)
#42 Nc1nnc(C2CCCC2)s1
#43 O=C(N=C1SC2CS(=O)(=O)CC2N1c1cc(Cl)ccc1Cl)C1CC1 (stereo unspecified)
#44 O=C(O)c1cccc(S(=O)(=O)Nc2ccc(Cc3ccncc3)cc2)c1
#45 CCCN(CCC)C(=O)NC1CC(=O)N(c2ccc(OC)cc2)C1 (stereo unspecified)
#46 O=C(Nc1ccccc1C1CC1)c1cccs1
#47 CSCCC(NC(=O)c1ccccc1Cl)C(=O)N1CCN(c2ccccn2)CC1 (stereo unspecified)
#48 CCC1CCCCN1CCCNC(=O)CNC(=O)Cn1ccc2ccccc2c1=O (stereo unspecified)

assay / compound	41	42	43	44	45	46	47	48
LAP4-GFP MLPCN	92	92	96	90	110	91	107	86
AHR act	-4	0	2	-1	5	-1	-2	1
RPL19A-GFP yeast	92	91	98	98	107	101	108	101
procasp7 counter	-8	1	9	2	9	-1	-2	7
procasp3 activ	-15	2	-11	0	-7	4	6	0
EBNA-1 inh	2	6	-17	.	1	-7	1	1
ZTA DNA inh	-5	1	4	.	-5	-13	-2	-1
MEP2 TOR yeast	101	96	109	103	104	108	103	101

#49 CN1CCN(S(=O)(=O)c2cccc(C(=O)N(C)Cc3cccs3)c2)CC1
#50 C/C(=C\c1cc2ccccc2o1)C1Nc2cccc3cccc(c23)N1
#51 CN(C)c1ccc(C2CC(=O)C=C(Nc3ccccc3N)C2)cc1 (stereo unspecified)
#52 COc1ccccc1NS(=O)(=O)c1ccc(C)c(C(=O)NCC2(N(C)C)CCCCC2)c1

assay / compound	49	50	51	52
LAP4-GFP MLPCN	94	136	97	113
AHR act	2	27	5	-1
RPL19A-GFP yeast	95	92	89	102
procasp7 counter	-3	-12	-1	-3
procasp3 activ	2	3	-1	14
EBNA-1 inh	.	.	-9	.
ZTA DNA inh	-17	-4	-17	-5
MEP2 TOR yeast	98	86	90	108

Screening data deposited in PubChem by several laboratories.
